Compound activity as filed in PubChem BioAssay.
ERp5 inh: inhibitors of human ERp5; ERp5 insulin aggregation, absorbance 650 nm, 90 min; inhibition, % at 9.99 µM; hit rate 0.05% among 350,000;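 active = mean replicate inhibition above about 25%, with every replicate also reaching it, limit read from the data, passing the limit was not always enough; inconclusive = only one of those two criteria met; inactive = neither criterion met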
Target sequence (Q15084 whole entry, looked up): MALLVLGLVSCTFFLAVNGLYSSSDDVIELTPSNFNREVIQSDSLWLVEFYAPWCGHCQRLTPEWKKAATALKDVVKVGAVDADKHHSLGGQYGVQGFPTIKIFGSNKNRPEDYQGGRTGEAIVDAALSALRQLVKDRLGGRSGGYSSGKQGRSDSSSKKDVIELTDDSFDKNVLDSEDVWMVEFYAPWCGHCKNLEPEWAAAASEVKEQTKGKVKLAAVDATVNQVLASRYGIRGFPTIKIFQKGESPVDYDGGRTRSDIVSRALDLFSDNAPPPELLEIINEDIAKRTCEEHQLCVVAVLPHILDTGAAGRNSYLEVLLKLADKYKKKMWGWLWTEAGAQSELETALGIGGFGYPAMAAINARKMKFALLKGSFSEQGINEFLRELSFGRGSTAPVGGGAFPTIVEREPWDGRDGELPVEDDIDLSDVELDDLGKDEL
SIRT5 block: inhibitors of human sirtuin-5 desuccinylase; Q9NXA8; Purified SirT5, succinyl-peptide AMC, trypsin-coupled fluorescence; inhibition, % at 15 µM; hit rate 1.1% among 330,000; AID 652115; in the data active = inhibition above about 15%; inconclusive = no clear call, values can overlap the other calls
Target sequence (Q9NXA8 whole entry, looked up): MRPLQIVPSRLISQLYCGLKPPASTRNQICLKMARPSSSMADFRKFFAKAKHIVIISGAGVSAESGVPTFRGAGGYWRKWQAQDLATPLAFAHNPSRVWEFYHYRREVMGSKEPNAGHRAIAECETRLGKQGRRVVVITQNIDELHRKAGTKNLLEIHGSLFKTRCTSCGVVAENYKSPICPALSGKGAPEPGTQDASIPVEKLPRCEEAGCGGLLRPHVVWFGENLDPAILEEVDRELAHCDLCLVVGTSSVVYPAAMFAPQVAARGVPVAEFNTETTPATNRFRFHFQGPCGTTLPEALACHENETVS
CASP6 VEID inh: inhibitors of human caspase-6 | P55212 | purified caspase-6, Z-VEID-R110 cleavage fluorescence | inhibition, % at 12.5 µM | hit rate 0.53% among 350,000;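 active = mean inhibition across replicates at least about 35%, with every replicate also reaching that limit, limit read from the data; inconclusive = only one of the two criteria met; inactive = neither criterion met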;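 also: 0% = median of neutral control wells and 100% = no fluorescence left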
Target sequence (P55212 24-179 limits assumed): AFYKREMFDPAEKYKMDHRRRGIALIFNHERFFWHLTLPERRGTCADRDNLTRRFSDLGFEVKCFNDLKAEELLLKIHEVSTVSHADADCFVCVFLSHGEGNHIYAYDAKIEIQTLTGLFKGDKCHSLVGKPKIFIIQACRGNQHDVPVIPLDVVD
Target sequence (P55212 194-293 limits assumed): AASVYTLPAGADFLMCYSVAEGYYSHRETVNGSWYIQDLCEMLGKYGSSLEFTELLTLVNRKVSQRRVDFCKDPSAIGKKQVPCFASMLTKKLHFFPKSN
miR-122 sensor: miR-122 inhibition in Huh7 cells; Huh7 miR-122 Renilla luciferase sensor, 48 h; neutral wells = 0, positive control = 100; activation (reporter increase), % at 12.5 µM; hit rate 0.3% among 340,000; AID 602342;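 active = mean replicate activation score at least 90 and every replicate individually at or above 90; inconclusive = only one of the two criteria met; inactive = neither criterion met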;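 also: higher luciferase means less miR-122 activity so hits act as miR-122 inhibitors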
DENV2 CPE: inhibitors of DENV2 cytopathic effect; DENV2-infected cells, cytopathic effect rescue, plate reader; CPE inhibition, % at 9.99 µM; hit rate 1.7% among 350,000; in the data active = CPE inhibition above about 20%, passing the limit was not always enough; inconclusive = no clear call, values can overlap the other calls; tested in BHK-21 cells;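 also: 0% = median of neutral control wells and 100% = median of positive control wells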
ERAP1 inh: blocks human ERAP1 aminopeptidase activity; inhibition, % at 10.7 µM; Q9NZ08; recombinant ERAP1, Leu-AMC fluorescence, 60 min; hit rate 0.15% among 340,000;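 active = mean replicate inhibition of at least 30%, or all replicates individually reaching that 30% level; inactive = mean below 30% and not every replicate reaching it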;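 also: 0% = neutral control wells and 100% = L-leucinethiol positive control wells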
CFTR F508del cor: correctors of CFTR F508del function in bronchial epithelial cells. CFBE cells, YFP halide quenching; stimulated with forskolin plus potentiator P3; % fluorescence drop versus neutral controls. activity (quench increase), % at 7.58 µM. hit rate 0.36% among 350,000. AID 720511;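 active = mean added fluorescence quench of at least 8% versus neutral control, with both replicates also reaching 8%; inconclusive = only one of the mean or replicate conditions met; inactive = mean below 8% and not both replicates reaching 8%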;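 also: cells transiently co-express mutant CFTR-F508del with the halide-sensitive YFP; corrector assay measuring rescue of mutant channel to the surface after 24 h compound exposure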
* hit, by the source's call; ? = inconclusive; nt = not tested or not shown; & = joins results of further samples; [ ] = remark or other dose.

ERp5 inh	SIRT5 block	CASP6 VEID inh	miR-122 sensor	DENV2 CPE	ERAP1 inh	CFTR F508del cor	canonical_smiles
-1	0	-1	-1	-6	-1	-1.0	CC(=O)NC1CC2CCCC(C1)N2C(=O)Nc1cccc(Cl)c1 (stereo not drawn)
-4	0	2	nt	2	-2	1.3	O=C(C1CCC1)N1CC2(C1)[C@@H](c1ccccc1)[C@@H](CO)N2Cc1cncnc1
-2	nt	0	-1	nt	-3	-2.8	CCc1ccc(NC(=O)CC2C(=O)N(c3ccc(C)cc3)C(=O)N2C2CC2)cc1 (stereo not drawn)
1	-1	-3	10	3	2	1.6	COc1ccc(NC(=O)c2cc(=O)[nH]c(=O)[nH]2)cc1S(=O)(=O)Nc1ccccc1Cl
4	0	1	6	-2	-6	1.7	NS(=O)(=O)c1cc2c(cc1Cl)NC(C(Cl)Cl)NS2(=O)=O (stereo not drawn)
5	-5	2	-2	11	-3	-2.2	CCc1ccc(C(=O)COC(=O)c2nn(C)c(=O)c3ccccc23)cc1
3	-4	-1	7	3	5	nt	COC(=O)c1ccc2nc(Nc3nc4ccc(F)cc4s3)sc2c1
5	-5	-2	-1	-3	0	-1.4	COc1cc(C(=O)NC2CC(C)(C)CC(C)(C)C2)ccc1OC1CCN(C(C)=O)CC1
-3&0	0&0	0&2	-2	-8&-14	-8&1	-1.7&0.7	C[C@H](CO)N1C[C@H](C)[C@H](CN(C)C(=O)Nc2ccc(C(C)(C)C)cc2)OCc2cnnn2CCCC1=O
0	-4	-5	45	6	-1	0.7	CC(=O)C1CCC2C3CC(C)=C4CC(O)CCC4(C)C3CCC12C (stereo not drawn)
-2	0	-4	65	2	-2	-0.3	COc1ccc(S(=O)(=O)Nc2cccc(-c3ccc(N4CCCCCC4)nn3)c2)cc1OC
-2	8	-1	-1	-10	-5	3.3	COc1ccc(S(=O)(=O)N2CCC3(CC2)OCCN3S(=O)(=O)c2c(C)cc(C)cc2C)cc1

Profiles, looked up by structure. Order of values: ERp5 inh | SIRT5 block | CASP6 VEID inh | miR-122 sensor | DENV2 CPE | ERAP1 inh | CFTR F508del cor
`COc1ccc(S(=O)(=O)N2CCC3(CC2)OCCN3S(=O)(=O)c2c(C)cc(C)cc2C)cc1` as listed: -2 | 8 | -1 | -1 | -10 | -5 | 3.3
`CC(=O)C1CCC2C3CC(C)=C4CC(O)CCC4(C)C3CCC12C` (stereo not drawn) as listed: 0 | -4 | -5 | 45 | 6 | -1 | 0.7

Continued.
ERp5 inh	SIRT5 block	CASP6 VEID inh	miR-122 sensor	DENV2 CPE	ERAP1 inh	CFTR F508del cor	canonical_smiles
10	10	-1	nt	3	0	-1.8	COc1ccc(Cc2nnc(SCC(=O)N3CCCC3)o2)cc1
5	-4	-5	nt	-24	1	-1.4	COC(=O)c1ccc(C(=O)OC)c(NC(=O)COC(=O)c2ccccc2OC)c1
4	-5	4	-1	11	0	1.4	CC(C)N(C(=O)c1ccc(Cc2cn(C)c3ccccc23)nc1)C(C)C
1	0	-1	nt	0	4	-2.9	CCOC(=O)N1CCN(CC(=O)Nc2ccc(F)c(F)c2)CC1
5	-3	8	-6	9	-2	-1.3	CCOC(=O)[C@H]1[C@H]2COc3ccc(C)cc3[C@@H]2N2C(=O)c3cc(Cl)ccc3NC(=O)[C@@]12C
0	-8	3	nt	nt	-1	1.5	COc1ccc(NC(=O)CCCSc2ccccc2)cc1
1	0	2	-6	-1	-3	2.0	CCCCC(=O)N1CCN(c2nc3ccc(Cl)cc3s2)CC1
4	1	1	-1	1	-1	1.0	CCCCCCCCNC(=O)c1cnccn1
-5	0	-2	nt	-2	-1	1.2	CO[C@H]1CN(C)C(=O)c2cc(NS(=O)(=O)CC(F)(F)F)ccc2OC[C@@H](C)N(Cc2nccs2)C[C@@H]1C
-4	-2	-1	0[16.7 µM]	15	-1	1.9	CO[C@H]1CN(C)C(=O)c2cc(NC(=O)C3CCCCC3)ccc2OC[C@H](C)N(Cc2cccnc2)C[C@H]1C
0	-2	-1	15	1	-1	3.7	COc1ccc(/C=N/NC(=O)c2cccc(NC(=O)c3ccccc3Cl)c2)cc1
nt	nt	nt	4[16.7 µM]	-2	nt	1.6	COCC(=O)Nc1ccc2c(c1)[C@@H]1C[C@@H](CC(=O)NCc3ccc(Cl)cc3)O[C@H](CO)[C@@H]1O2

Next section.
ERp5 inh	SIRT5 block	CASP6 VEID inh	miR-122 sensor	DENV2 CPE	ERAP1 inh	CFTR F508del cor	canonical_smiles
1	-2	-9	-5[16.7 µM]	7	0	nt	CC(C)CC#Cc1cnc2c(c1)C(=O)N([C@H](C)CO)C[C@@H](C)[C@H](CN(C)C(=O)Cc1ccncc1)O2
4	-8	0	nt	-1	-6	-1.4	Cc1ccc(NC(=O)CN2CCC(NC(=O)C3CCCCC3)CC2)c(Br)c1
22	6	4	1[16.7 µM]	4	0	-0.5	C[C@@H]1CCCCO[C@@H](CN(C)Cc2ccc(Cl)c(Cl)c2)[C@@H](C)CN([C@@H](C)CO)C(=O)c2cc(NS(=O)(=O)c3ccc(F)cc3)ccc2O1
2	-3	-2	9	-3	nt	0.2	CC(C)C(NC(=O)CN(c1ccc2c(c1)OCCO2)S(=O)(=O)c1ccccc1)C(C)C
-4	3	-1	-5	-4	-1	1.4	COc1cccc(-n2c(N)c(C(=O)Nc3c(C)n(C)n(-c4ccccc4)c3=O)c3nc4ccccc4nc32)c1
-11	-4	2	nt	8	-2	-0.7	CCOC(=O)c1c(-c2ccco2)csc1NC(=O)COC(=O)c1cnccn1
-2	4	2	nt	11	4	nt	O=C(NCc1ccc2c(c1)OCO2)[C@H]1[C@H](CO)[C@H]2Cn3c(cccc3=O)[C@@H]1N2Cc1cccnc1
2	-3	-2	9	-6	-3	-2.1	O=C(CCc1ccccc1)Nc1ccc2c(c1)OCO2
-4	-4	-2	nt	7	-1	0.5	CCCCCn1c(CN2CCN(CCO)CC2)nc2c1c(=O)n(C)c(=O)n2C
-1	-9	-5	nt	-3	2	-0.8	COC(=O)c1scc(S(=O)(=O)C(C)(C)C)c1-n1cccc1
2	1	3	41	3	1	-0.1	Cc1ccsc1CNS(=O)(=O)c1ccc(F)cc1
1	-1	13	-31	-5	1	-24	Nc1nc(Cl)nc2c1ncn2[C@H]1C[C@H](O)[C@@H](CO)O1

(listing goes on)
ERp5 inh	SIRT5 block	CASP6 VEID inh	miR-122 sensor	DENV2 CPE	ERAP1 inh	CFTR F508del cor	canonical_smiles
1	1	3	18[16.7 µM]	-1	0	0.4	C[C@@H]1CN([C@@H](C)CO)C(=O)c2cc(NS(=O)(=O)c3ccc(Cl)cc3)ccc2O[C@@H]1CN(C)Cc1ccc2c(c1)OCO2
-1	-3	-1	-7	7	-5	1.1	O=C1OCCC1=Cc1ccccc1
-1	nt	-2	2	5	nt	0.2	CCN1C(=C(C#N)C#N)C=Cc2ccccc21
0	0	0	nt	6	3	nt	COC(=O)c1ccc(COc2ccccc2/C=C(\C#N)C(=O)NC(C)C)cc1
2	1	2	nt	-9	1	-2.2	N#C[C@@H]1[C@H](c2ccc(C#CC3(O)CCCC3)cc2)[C@H](CO)N1C(=O)C1CCC1
2	-3	0	nt	-1	-5	-1.1	Fc1ccccc1/C=N/N1CCN(Cc2ccccc2Cl)CC1
2	2	1	nt	-10	0	nt	CC(C)(C)SCCNC(=O)/C=C/c1ccc([N+](=O)[O-])cc1
3	-1	0	-2[16.7 µM]	-1	4	-3.2	O=C(Nc1ccc2c(c1)[C@H]1C[C@@H](CC(=O)N3CCCCC3)O[C@@H](CO)[C@H]1O2)C1CCOCC1
1	-1	-4	-7	-3	0	-1.0	C=CCn1c(OCc2ccccc2)n[nH]c1=S
5	-1	-6	2[16.7 µM]	?	4	2.1	C[C@@H]1CN([C@@H](C)CO)C(=O)c2cccc(NS(=O)(=O)c3cn(C)cn3)c2O[C@H]1CN(C)C(=O)NC1CCCCC1
9&0	0&0	0&1	nt	-14&0	1	2.4&-1.2	CCNC(=O)c1cc2c(c(-c3cccc(-c4cccnc4)c3)n1)[C@H](CCO)N(S(C)(=O)=O)C2
?	-2	0	4	-16	0	-1.3	O=C(O)/C=C/C(=O)Nc1ccc(OC(F)(F)F)cc1

Additional records:
ERp5 inh	SIRT5 block	CASP6 VEID inh	miR-122 sensor	DENV2 CPE	ERAP1 inh	CFTR F508del cor	canonical_smiles
-9	-4	-1	-4	2	1	-0.8	COc1nc2c(c(-c3cc(Br)cs3)c1C#N)Cc1ccccc1-2
4	-6	0	-3	2	-2	-1.4	COc1cccc(N(CC(=O)NCc2ccco2)C(=O)CCC(=O)Nc2nccs2)c1
4	0	-1	4	6	-4	4.6	COc1ccccc1C(=O)NC(=Nc1nc2ccccc2o1)NC(=O)c1ccccc1OC
-12	2	0	-8[16.7 µM]	-6	7	-4.6	C[C@@H]1CN([C@H](C)CO)C(=O)Cc2cc(NC(=O)Cc3ccccc3)ccc2O[C@H]1CN(C)C(=O)NC1CCCCC1
9	-2	-1	0	1	-3	0.5	COCCSc1nnc(NS(=O)(=O)c2ccc(C)cc2)s1
1&6&-3	2&-4&-1	3&2&-5	-4[16.7 µM]	0&-7&-3	0&0	0.7&-2.0&1.7	C[C@H]1CN([C@@H](C)CO)S(=O)(=O)c2ccc(-c3ccc(C#N)cc3)cc2O[C@H]1CN(C)C(=O)CN(C)C
-8	-5	3	15	3	2	-0.8	Cc1ccc(NS(=O)(=O)c2c(C(=O)N3CCCCCC3)c(C)n(C)c2C)c(C)c1
-4	-2	-3	-10[16.7 µM]	3	2	-0.4	O=C(c1cccc(F)c1)N1CCCCN2[C@H](CO)[C@H](c3ccc(/C=C/c4ccccc4)cc3)[C@@H]2C1
-2	0	-1	5[16.7 µM]	-1	-6	-0.7	Cc1ccc(S(=O)(=O)N(C)C[C@@H]2OCCCC[C@@H](C)Oc3ccc(NC(=O)CCC(F)(F)F)cc3C(=O)N([C@H](C)CO)C[C@@H]2C)cc1
0	2	1	1[16.7 µM]	-10	0	1.0	COc1ccc(NC(=O)N(C)C[C@@H]2Oc3ccc(NC(=O)Cn4cnnn4)cc3CC(=O)N([C@H](C)CO)C[C@H]2C)cc1
8	1	-4	-3	14	-5	1.5	Cc1cc(C(=O)N/N=C/c2cccc(OC(=O)c3cccc(Br)c3)c2)n[nH]1
-1	6	1	15[16.7 µM]	?	0	-1.0	C[C@@H]1CN([C@H](C)CO)C(=O)c2cc(-c3ccccc3)cnc2O[C@H]1CN(C)C

More entries:
ERp5 inh	SIRT5 block	CASP6 VEID inh	miR-122 sensor	DENV2 CPE	ERAP1 inh	CFTR F508del cor	canonical_smiles
-1	-1	2	nt	3	7	3.5	CC(=O)Nc1ccc(Nc2nc(-c3ccccc3)nc3ccccc23)cc1
2	28*	-1	-1	6	1	0.4	Cc1ccc(Cc2c(-c3ccc(Br)cc3)nc3cc(C)ccn23)cc1
1	3	2	21[16.7 µM]	58*	-2	-4.1	CC(C)CC#Cc1ccc2c(c1)O[C@H](CN(C)Cc1cncnc1)[C@@H](C)CN([C@H](C)CO)S2(=O)=O
2&-6	1&0	6&4	-5&2	0&15	-4	-0.5&-1.9	CCOC(=O)C1=C(C)NC(C)=C(C(=O)OCC)C1c1ccc([N+](=O)[O-])s1
4	-1	11	-7[16.7 µM]	-1	-2	0.8	CC(C)NC(=O)N(C)C[C@@H]1OCCCC[C@H](C)Oc2ccc(NS(=O)(=O)c3ccccc3)cc2C(=O)N([C@H](C)CO)C[C@@H]1C
7	-1	-4	nt	nt	-1	2.2	O=C(COC(=O)CCCN=C1NS(=O)(=O)c2ccccc21)NC(=O)NC1CCCC1
6	0	1	29	-1	-2	1.6	Cc1ccc(C)c(NS(=O)(=O)c2ccc3oc(=O)ccc3c2)c1
